esBAF inh: blocks esBAF chromatin remodeling in mouse ES cells. Bmi1-luciferase knock-in reporter, 24 h; 100% = twice the neutral-well signal. reporter increase, % at 12.5 µM. 350,000 compounds, 2% hits; in the data active = activation above about 40%;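 note: 0% = median of the plate's neutral control wells and 100% = double that signal; a rise in the Bmi1 reporter signal indicates esBAF inhibition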
CFTR F508del cor: CFTR F508del correction in bronchial cells | CFBE cells, YFP halide quenching; stimulated with forskolin plus potentiator P3; % fluorescence drop versus neutral controls | activity (quench increase), % at 7.58 µM | 350,000 compounds, 0.36% hits | AID 720511;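 active = mean added fluorescence quench of at least 8% versus neutral control, with both replicates also reaching 8%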;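 note: cells transiently co-express mutant CFTR-F508del with the halide-sensitive YFP; corrector assay measuring rescue of mutant channel to the surface after 24 h compound exposure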
ARNT-TACC3 inh: disruptors of human ARNT/TACC3 interaction; Q9Y6A5; AlphaScreen His-ARNT PAS-B/GST-TACC3 binding, luminescence; TACC3 fragment carries E629A point mutation; inhibition, % at 9.99 µM; 390,000 compounds, 0.66% hits; AID 623870;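 active = mean inhibition of replicates at least 50% and at least half of replicates each reaching 50%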;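 note: 0% = complete ARNT plus TACC3 wells and 100% = ARNT alone without TACC3; many hits fall short of the cut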
ERAP1 HTS inh: ERAP1 (human) enzyme inhibition; inhibition, % at 10.7 µM; AID 652197; 340,000 compounds, 0.15% hits; recombinant ERAP1, Leu-AMC fluorescence, 60 min; Q9NZ08;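 active = mean replicate inhibition of at least 30%, or all replicates individually reaching that 30% level; inactive = mean below 30% and not every replicate reaching it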;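 note: 0% = neutral control wells and 100% = L-leucinethiol positive control wells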
RAD52 inh: blocks human RAD52 DNA annealing; P43351; recombinant RAD52 DNA annealing, FRET fluorescence; inhibition, % at 18.7 µM; 360,000 compounds, 0.46% hits; AID 651710;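 active = every replicate showing at least 50% inhibition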
Target sequence (P43351 whole entry, looked up): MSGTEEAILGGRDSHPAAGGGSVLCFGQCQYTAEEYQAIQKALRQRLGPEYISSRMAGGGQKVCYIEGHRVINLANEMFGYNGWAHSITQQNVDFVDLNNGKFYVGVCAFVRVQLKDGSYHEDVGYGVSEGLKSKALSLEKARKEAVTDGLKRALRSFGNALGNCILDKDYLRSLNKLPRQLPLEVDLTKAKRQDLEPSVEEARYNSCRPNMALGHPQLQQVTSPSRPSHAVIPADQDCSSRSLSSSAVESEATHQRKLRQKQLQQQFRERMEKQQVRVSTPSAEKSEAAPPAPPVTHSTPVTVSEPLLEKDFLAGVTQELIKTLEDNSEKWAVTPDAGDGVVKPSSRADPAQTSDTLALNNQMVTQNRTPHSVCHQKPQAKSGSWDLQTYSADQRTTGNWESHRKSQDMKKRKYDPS
INS-1E GSIS act: primary screen for activators of insulin secretion dependent on glucose, INS-1E cells, GLuc reporter luminescence; INS-1E GLuc reporter insulin secretion, 2-3 h; activation, % at 16.6 µM; 370,000 compounds, 0.61% hits; AID 743287;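 active = lowest replicate activation of at least 40%, so every replicate reaches that level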;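 note: 0% = median of neutral control wells and 100% = median of IBMX positive control wells; some compounds called inactive have numbers as strong as hits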
Xi reactivation: activators of X-chromosome reactivation in mouse fibroblasts. XiGFP mouse fibroblasts, % GFP-positive cells imaging, 3 d; cells co-treated with 5-aza-dC sensitizer; scaled so ellipticine positive control = 100%. activation, % at 7.58 µM. 360,000 compounds, 0.055% hits;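 active = mean normalized replicate activation at least 10% and every replicate at or above 10%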;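 note: 0% = median of on-plate neutral control wells and 100% = ellipticine 6 µM median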
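Assay system: SV40-immortalized XiGFP fibroblast cells, line 68-5-11; buffer or medium: DMEM plus 5-aza-dC sensitizer; compound: one concentration, pinned; timing: compounds 3 days, fix/stain 15 min at room temperature; benchmarks: positive control ellipticine, 6 µM final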
RAD54 inh: RAD54 (human) branch migration inhibition. Q92698. RAD54 Holliday junction branch migration, FAM/BHQ fluorescence. inhibition, % at 10.4 µM. 360,000 compounds, 0.14% hits. AID 602329;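 active = mean normalized replicate activity at least 40 and at least half of replicates scoring 40 or more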;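 note: 0% = median of neutral control wells and 100% = median of positive control wells; inhibitors cause a drop in the FAM fluorescence signal; in these data hits start at about 50%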
* marks the source's active call; other numbers are inactive results; x = not tested or not shown.

no.	canonical_smiles	esBAF inh	CFTR F508del cor	ARNT-TACC3 inh	ERAP1 HTS inh	RAD52 inh	INS-1E GSIS act	Xi reactivation	RAD54 inh
1	Cc1ccc(S(=O)(=O)Nc2ccc(Br)cc2C(NCC(=O)O)c2ccccc2)cc1 (stereo not given)	x	x	3	x	x	-11	0.1	-7
2	C[C@]12CCC(=O)C=C1CC[C@@H]1[C@@H]2[C@@H](O)C[C@]2(C=O)[C@@H](C(=O)CO)CC[C@@H]12	-3	-0.3	-3	-4	-5	x	-0.1	-8
3	Fc1ccccc1COc1ccc(Br)cc1CNCC1CCCO1 (stereo not given)	x	-0.2	4	1	-3	-10	-0.2	x
4	COCCNC(=O)CN(C(=O)CCC(=O)Nc1ccccn1)c1ccc(C)cc1	-6	-0.2	-4	-6	-3	3	0.0	-2
5	CCN1CCN(C(c2cccs2)C(C)NS(=O)(=O)c2ccc(C)cc2)CC1 (stereo not given)	x	1.1	x	-6	-9	3	0.6	x
6	Cc1oncc1C(=O)NC1CCCCC1	-8	-0.1	-2	-1	-10	5	0.7	-8
7	CCCn1ncc(CN2CCC(CO)(Cc3ccc(OC)cc3)CC2)c1C	x	-2.3	1	-9	-8	4	0.0	x
8	CO[C@H]1CN(C)C(=O)c2cc(NS(=O)(=O)c3ccc(Cl)cc3)ccc2OC[C@H](C)N(C)C[C@H]1C	-1	-0.2	-2	1	-8	5	0.4	5
9	COc1cccc(C(=O)Nc2ccc3c(c2)C(=O)N(C)[C@H]2CC[C@H](CC(=O)Nc4ccc5c(c4)CCCC5)O[C@@H]2CO3)c1	12	-0.8	24	-2	-6	7	0.0	-1
10	O=C(C[C@@H]1C[C@H]2c3cc(NC(=O)NC4CCCCC4)ccc3O[C@H]2[C@H](CO)O1)NCc1ccccn1	-6	1.2	-46	29	45	22	0.3	-13
11	COc1ccc(CNC(=O)C(C)N(Cc2ccco2)C(=O)c2snc(C(N)=O)c2N)cc1 (stereo not given)	2	x	2	4	-7	-5	x	9
12	C[C@@H]1CN([C@@H](C)CO)C(=O)CCCn2nncc2CO[C@@H]1CN(C)Cc1ccc(C(=O)O)cc1	x	1.6	x	2	-7	7	0.2	x
13	CCOC(=O)N1CCN(C(=O)c2cc(COc3cccc(C(F)(F)F)c3)on2)CC1	x	2.3	4	0	-20	-25	0.2	-8
14	COc1cccc(CNC(=O)C[C@H]2CC[C@@H](NC(C)=O)[C@H](CO)O2)c1	-2	0.5	-6	1	-4	9	-0.1	-4
15	COc1ccc(-c2ccc3c(c2)[C@@H]2[C@@H](CCN2C(=O)c2cnccn2)[C@H](CO)N3)cc1	-2	2.9	3	1	1	-4	0.1	-8
16	O=C(CSc1nccc(=O)[nH]1)Nc1cccc(S(=O)(=O)N2CCOCC2)c1	1	-0.5	0	-6	-10	x	-0.1	1
17	Cc1cc(Nc2ccc(N(C)C)cc2)n2ncnc2n1	15	3.4	-5	2	-20	-16	0.0	2
18	CCCOc1ccc(-c2c(C(=O)N/N=C/C3CC=CCC3)nnn2-c2nonc2N)cc1 (stereo not given)	-7	-1.0	-8	-2	2	4	0.2	-2
19	COCC(=O)Nc1ccc2c(c1)C(=O)N(C)[C@@H]1CC[C@H](CC(=O)NCCc3ccncc3)O[C@H]1CO2	-3	-0.6	-7	1	-96	0	0.2	3
20	CNC(=O)C[C@H]1CC[C@@H]2[C@H](COc3ccc(NC(=O)Cc4cccs4)cc3C(=O)N2C)O1	-4	1.0	-6	x	x	4	0.0	-8

(next part)
no.	canonical_smiles	esBAF inh	CFTR F508del cor	ARNT-TACC3 inh	ERAP1 HTS inh	RAD52 inh	INS-1E GSIS act	Xi reactivation	RAD54 inh
21	COc1ccc(/C=N/n2c(-c3ccc(C)cc3)n[nH]c2=S)cc1OC	-10	-2.5	0	x	-10	70	-0.1	x
22	CN(C)S(=O)(=O)c1ccc(C(=O)NCCS(=O)(=O)N2CCN(c3ccc(F)cc3)CC2)cc1	-1	1.7	-44	-3	-8	1	0.1	8
23	COc1ccc(/C=N/NC(=O)CCn2nc(C)cc2C)cc1	-2	0.2	-21	-2	-5	6	-0.1	8
24	CN(c1ccc(C(=O)NCCSCc2ccc(Cl)cc2)cc1)S(=O)(=O)c1ccccc1	x	0.0	-3	1	1	x	0.0	x
25	O=C(CNC(=O)c1ccc(Br)cc1)OCc1cc([N+](=O)[O-])cc2c1OCOC2	x	-1.9	21	0	-4	1	0.1	x
26	CC(C)NC(=O)N1C[C@H]2[C@@H](c3ccccc31)[C@@H](CO)N2C(=O)c1ccccc1F	5	-2.2	1	1	-11	6	0.1	-1
27	CCCS(=O)(=O)NC(=O)C1(C)CCCN(C(=O)c2cccc(Cl)c2)C1 (stereo not given)	-4	-2.7	x	14	-1	-5	0.1	-20
28	CC(C)(C)NC(=O)C1Cc2ccccc2CN1 (stereo not given)	-7	2.3	-1	1	-15	5	0.1	5
29	C[C@H](CO)N1C[C@H](C)[C@@H](CN(C)C(=O)Nc2ccccc2F)Oc2ncc(-c3cccc(F)c3)cc2C1=O	-1	2.6	7	3	-6	-14	-0.9	4
30	C[C@@H]1CN([C@@H](C)CO)C(=O)c2cc(NC(=O)c3ccccc3)ccc2O[C@@H](C)CCCCO[C@H]1CN(C)C(=O)CCC(F)(F)F	2	0.1	-3	-12	4	-12	0.3	3
31	C[C@H]1CN([C@@H](C)CO)C(=O)c2ccccc2-c2ccccc2CO[C@H]1CN(C)C(=O)c1ccncc1	-5	0.3	3	-5	2	13	-0.3	-2
32	COc1ccc(-c2nc3c(C)cc(Br)cn3c2Cc2cccc(Cl)c2)cc1OC	-4	-0.2	x	8	-20	6	x	-7
33	COC(=O)CN1C(=O)[C@@H]2[C@H](C1=O)[C@@H]1CC(C(=O)OC)=C[C@@H](C(=O)OC)[C@@H]3C1=C(C(=O)[C@@]3(C)NC(=O)c1ccccc1)[C@@H]2C	0	4.7	x	0	-28	-8	0.0	-7
34	CNC[C@@H]1OCCCC[C@H](C)Oc2ccc(NS(=O)(=O)c3ccc(Cl)cc3)cc2C(=O)N([C@H](C)CO)C[C@@H]1C	-1	-1.7	-2	3	-64	10	-0.9	2
35	Cc1noc(C)c1NC(=O)Nc1ccc2c(c1)C(=O)N([C@@H](C)CO)C[C@@H](C)[C@@H](CN(C)C(=O)Nc1ccc3c(c1)OCO3)OCCCC[C@@H](C)O2	-1	-0.5	2	-1	6	19	0.7	1
36	C[C@H]1CN([C@@H](C)CO)S(=O)(=O)c2ccc(-c3cccnc3)cc2O[C@H]1CN(C)C(=O)C1CCC1	-4	1.0	-10	4	15	6	0.7	-3
37	Cc1nc(C)c2c(=O)cc(-c3ccccc3)[nH]c2n1	-9	3.7	0	2	-7	28	x	4
38	CCNC(=O)[C@H]1[C@H](CO)[C@H]2Cn3c(ccc(-c4cccc(C(=O)N(C)C)c4)c3=O)[C@@H]1N2	x	1.3	x	1	2	19	0.4	x
39	CCCC#Cc1ccc2c(c1)O[C@H](CN(C)C(=O)c1ccccc1)[C@@H](C)CN([C@H](C)CO)S2(=O)=O	11	-3.2	4	-1	34	-25	0.2	6
40	CO[C@@H]1CC[C@H]2CCN(C)C(=O)C[C@H](c3ccccc3)CN(C)C(=O)c3cccc(C#N)c3OC[C@@H]1O2	-1	x	-2	1	-2	0	0.0	2

5 entries already listed, ordered by molar mass, descending:
no.	canonical_smiles	esBAF inh	CFTR F508del cor	ARNT-TACC3 inh	ERAP1 HTS inh	RAD52 inh	INS-1E GSIS act	Xi reactivation	RAD54 inh
29	C[C@H](CO)N1C[C@H](C)[C@@H](CN(C)C(=O)Nc2ccccc2F)Oc2ncc(-c3cccc(F)c3)cc2C1=O	-1	2.6	7	3	-6	-14	-0.9	4
22	CN(C)S(=O)(=O)c1ccc(C(=O)NCCS(=O)(=O)N2CCN(c3ccc(F)cc3)CC2)cc1	-1	1.7	-44	-3	-8	1	0.1	8
38	CCNC(=O)[C@H]1[C@H](CO)[C@H]2Cn3c(ccc(-c4cccc(C(=O)N(C)C)c4)c3=O)[C@@H]1N2	x	1.3	x	1	2	19	0.4	x
21	COc1ccc(/C=N/n2c(-c3ccc(C)cc3)n[nH]c2=S)cc1OC	-10	-2.5	0	x	-10	70	-0.1	x
28	CC(C)(C)NC(=O)C1Cc2ccccc2CN1 (stereo not given)	-7	2.3	-1	1	-15	5	0.1	5

Pulled one by one from the entries so far, five records:
no.	canonical_smiles	esBAF inh	CFTR F508del cor	ARNT-TACC3 inh	ERAP1 HTS inh	RAD52 inh	INS-1E GSIS act	Xi reactivation	RAD54 inh
31	C[C@H]1CN([C@@H](C)CO)C(=O)c2ccccc2-c2ccccc2CO[C@H]1CN(C)C(=O)c1ccncc1	-5	0.3	3	-5	2	13	-0.3	-2
20	CNC(=O)C[C@H]1CC[C@@H]2[C@H](COc3ccc(NC(=O)Cc4cccs4)cc3C(=O)N2C)O1	-4	1.0	-6	x	x	4	0.0	-8
3	Fc1ccccc1COc1ccc(Br)cc1CNCC1CCCO1 (stereo not given)	x	-0.2	4	1	-3	-10	-0.2	x
8	CO[C@H]1CN(C)C(=O)c2cc(NS(=O)(=O)c3ccc(Cl)cc3)ccc2OC[C@H](C)N(C)C[C@H]1C	-1	-0.2	-2	1	-8	5	0.4	5
26	CC(C)NC(=O)N1C[C@H]2[C@@H](c3ccccc31)[C@@H](CO)N2C(=O)c1ccccc1F	5	-2.2	1	1	-11	6	0.1	-1

The listing continues.
no.	canonical_smiles	esBAF inh	CFTR F508del cor	ARNT-TACC3 inh	ERAP1 HTS inh	RAD52 inh	INS-1E GSIS act	Xi reactivation	RAD54 inh
41	Nc1cc(N)nc(SCC(=O)NCc2ccco2)n1	x	1.1	-4	2	-2	14	0.0	0
42	COc1cccc(-c2csc(NC(=O)Oc3ccccc3)n2)c1	28	-1.9	1	-2	-18	12	x	7
43	COc1cc(N)c(Cl)cc1C(=O)OCC(=O)NCC1CCCCC1	5	5.4	-5	-1	-14	x	0.2	7
44	CCCC(C)C(=O)Nc1ccccc1C(=O)OCC (stereo not given)	-3	x	-8	x	x	-2	x	-2
45	Cc1cc(C)n(CC(O)COc2ccc(F)cc2)n1 (stereo not given)	9	-2.7	-1	0	1	7	0.0	-2
46	Cn1cnc(S(=O)(=O)Nc2ccccc2N2CCOCC2)c1	x	1.1	x	x	-16	20	-0.1	-2
47	C=CCN1C(=O)c2ccc(C(=O)N3CCN(S(=O)(=O)c4ccccc4Br)CC3)cc2C1=O	-2	2.1	3	3	-8	-2	0.3	x
48	Nc1ncnc2c1ncn2CCc1ccccc1	18	3.8	-5	-1	-14	19	0.0	-4
49	CCn1cc(S(=O)(=O)Nc2nc3ccc(OC)cc3s2)cn1	x	1.5	-10	0	-11	18	0.0	4
50	Cc1noc(C)c1S(=O)(=O)N(C)C[C@H]1Oc2ccc(NS(=O)(=O)c3cn(C)cn3)cc2C(=O)N([C@H](C)CO)C[C@@H]1C	0	-0.7	-5	-2	-7	-10	-0.1	-5
51	CCOCCCNC(=S)N(CCCN(C)C)Cc1cc2cc3c(cc2[nH]c1=O)OCCO3	-5	-1.6	27*	3	9	x	0.0	0

Screening results deposited in PubChem BioAssay by Broad Institute.

Rows were taken by chance; any-hit rate near 3.3%.
